From PubChem
Tau fluor counter = Counterscreen qHTS for Inhibitors of Tau Fibril Formation, Fluorescence Polarization; Potency, µM (titrated, usually from 57.7 µM), without a hit: at the top dose activity change, negative = decrease; 280,000 tested, 0.93% active; tau K18 P301L Alexa594 fluorescence, heparin fibrillization; AID 1463, 2008; also: % is scaled to controls: 0 for no effect and ±100 for the full control effect; nearly all actives have a fitted effect of over 55% in size
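Human tau K18 P301L (15 uM unlabeled, 0.24 uM Alexa 594-labeled) in 100 mM sodium acetate pH 7 with 20 uM heparin, 6 hr at 37 C. ThT 30 uM added, 1 hr ambient; Alexa 594 FP and total fluorescence read at 555/632 nm.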
KDM4E inh = qHTS Assay for Inhibitors of Human Jumonji Domain Containing 2E (JMJD2E) | 230,000 tested, 1.6% active | JMJD2E catalytic domain, FDH-coupled NADH fluorescence (FDH is formaldehyde dehydrogenase) | Potency, µM (series often up to 57.1 µM), for inactives: at the top dose activity change, negative = inhibition, hits mostly inhibitors | Lysine-specific demethylase 4E (Homo sapiens), B2RXH2; active = well fitted inhibition curve with a large enough effect, not every such curve was filed as active; inconclusive = small, poorly fitted or top-dose-only effect, or another doubt; inactive = no such curve, though single readings can be large or run the other way;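 also: 0% = wells with enzyme and -100% = buffer wells without enzyme; nearly all actives have a fitted effect of over 50% in size; many of its hits are not listed in these tables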
Target sequence (B2RXH2 1-337 limits assumed): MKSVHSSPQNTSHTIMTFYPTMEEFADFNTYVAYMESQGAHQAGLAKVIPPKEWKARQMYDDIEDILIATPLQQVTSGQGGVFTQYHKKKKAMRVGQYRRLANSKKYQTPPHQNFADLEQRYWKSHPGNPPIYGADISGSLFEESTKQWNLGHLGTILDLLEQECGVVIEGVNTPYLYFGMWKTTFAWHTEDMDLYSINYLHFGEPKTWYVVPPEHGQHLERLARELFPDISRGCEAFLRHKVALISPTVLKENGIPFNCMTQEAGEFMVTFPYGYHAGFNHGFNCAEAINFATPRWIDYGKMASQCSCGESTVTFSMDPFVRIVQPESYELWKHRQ
Tau fibril FP = qHTS for Inhibitors of Tau Fibril Formation, Fluorescence Polarization. K18 P301L tau heparin fibrillization, Alexa594 FP, 6 h. 280,000 tested, 0.39% active. Potency, µM (doses to about 57.7 µM), without a hit: top-dose activity, negative = inhibition, usual class: inhibitors. Microtubule-associated protein tau (Homo sapiens), P10636. AID 1468, 2008; also: % is scaled to controls: 0 for no effect and ±100 for the full control effect; nearly all actives have a fitted effect of over 55% in size
Target sequence (P10636 561-689 P618L limits assumed): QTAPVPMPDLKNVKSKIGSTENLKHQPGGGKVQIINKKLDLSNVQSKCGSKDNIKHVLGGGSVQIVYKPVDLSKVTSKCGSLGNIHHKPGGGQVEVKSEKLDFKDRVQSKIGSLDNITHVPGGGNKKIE
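Quantitative HTS format: compounds meet 15 uM recombinant K18 P301L tau and Alexa 594-tau tracer in 100 mM sodium acetate pH 7; 20 uM heparin triggers fibrillization at 37 C over 6 hr; FP gives the signal.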
SMN2 splice up = qHTS Assay for Enhancers of SMN2 Splice Variant Expression | AID 1458, 2008 | 210,000 tested, 2.8% active | Potency, µM (top dose mostly 46.1 µM), for inactives: at the highest dose activity change, positive = activation, actives largely listed as activators | HEK293 SMN2-luciferase splicing reporter, luminescence, 30-36 h; also: % of control where 0% means no effect; nearly all actives have a fitted effect of over 55% in size
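HEK293 cells carry an SMN2 […]–luciferase reporter in which exon 7 inclusion puts luciferase in frame. Cells were plated 10-12 h before compound addition, then incubated 30-36 h at 37C. ONE-Glo luminescence was read; sodium butyrate at 4.5 mM final served as control.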
HTT cytoprotect = qHTS Multiplex Assay to Identify Dual Action Probes in a Cell Model of Huntington: Cytoprotection (ATP); PC12 HTT-Q103 induced, cytoprotection, ATP luminescence, 40 h; Potency, µM (titrated, usually from 56.4 µM), for inactives: cytoprotection (ATP increase), actives largely listed as activators; 230,000 tested, 0.14% active; AID 1471, 2008;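 also: % of control where 0% means no effect; nearly all actives have a fitted effect of over 45% in size; toxic huntingtin expression switched on by the ecdysone agonist tebufenozide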
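ATP quantification (ATPlite) reports survival of PC12 cells in which tebufenozide, 100 nM final, switches on Htt exon 1 with 103 glutamines linked to GFP; compounds are titrated.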
HttQ103 aggreg = qHTS Multiplex Assay to Identify Dual Action Probes in a Cell Model of Huntington: Aggregate Formation (GFP); 220,000 tested, 1.1% active; PC12 HttQ103-GFP aggregates, Acumen cytometry, 40 h; Potency, µM (series often up to 46.1 µM), without a hit: at the highest dose activity change, negative = inhibition, actives largely listed as inhibitors; also: % is scaled to controls: 0 for no effect and ±100 for the full control effect; nearly all actives have a fitted effect of over 60% in size
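PC12 cells stably carrying ecdysone-inducible HTT exon 1 Q103–GFP were induced with tebufenozide (100 nM final) and treated with library compounds in titration. GFP aggregates in lysates were counted by laser scanning cytometry.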
Tau fibril ThT = qHTS for Inhibitors of Tau Fibril Formation, Thioflavin T Binding; Microtubule-associated protein tau (Homo sapiens), P10636; recombinant tau K18 P301L (four-repeat tau fragment), heparin-induced fibrillization, ThT fluorescence; Potency, µM (top dose mostly 57.4 µM), for inactives: top-dose activity, negative = inhibition, most hits filed as inhibitors; 270,000 tested, 2.1% active; AID 1460, 2008; also: % is scaled to controls: 0 for no effect and ±100 for the full control effect; nearly all actives have a fitted effect of over 55% in size
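In this qHTS, human K18 P301L tau is incubated with compound and heparin for 6 hr at 37 C, and Thioflavin T fluorescence then reports fibril load.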
ALDH1A1 inh = qHTS Assay for Inhibitors of Aldehyde Dehydrogenase 1 (ALDH1A1); Potency, µM (top dose mostly 75.3 µM), for inactives: at the top dose activity, negative = inhibition, actives largely listed as inhibitors; 220,000 tested, 7.3% active; AID 1030, 2008; Purified ALDH1A1, NADH fluorescence, propionaldehyde substrate; Aldehyde dehydrogenase 1A1 (Homo sapiens), P00352; active = well fitted inhibition curve with a large enough effect, not every such curve was filed as active; inconclusive = small, poorly fitted or top-dose-only effect, or another doubt; inactive = no such curve, though single readings can be large or run the other way;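 also: plate controls were no enzyme wells and a reference inhibitor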
Target sequence (P00352 whole entry, looked up): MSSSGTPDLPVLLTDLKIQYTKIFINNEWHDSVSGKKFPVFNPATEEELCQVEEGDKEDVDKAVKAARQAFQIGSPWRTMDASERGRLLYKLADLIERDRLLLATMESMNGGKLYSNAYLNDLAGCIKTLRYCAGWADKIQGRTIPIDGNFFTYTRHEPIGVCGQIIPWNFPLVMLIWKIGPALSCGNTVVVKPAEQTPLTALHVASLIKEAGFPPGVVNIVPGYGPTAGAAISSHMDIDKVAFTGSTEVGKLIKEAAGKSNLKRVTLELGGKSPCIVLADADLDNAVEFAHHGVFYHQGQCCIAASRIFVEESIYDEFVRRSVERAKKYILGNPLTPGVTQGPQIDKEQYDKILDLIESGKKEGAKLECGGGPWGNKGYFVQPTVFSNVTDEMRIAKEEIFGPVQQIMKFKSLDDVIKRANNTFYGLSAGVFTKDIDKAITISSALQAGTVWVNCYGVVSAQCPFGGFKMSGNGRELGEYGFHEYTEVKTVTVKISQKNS
* hit, by the source's call; i = inactive; ? = inconclusive; nt = not tested or not shown; [ ] = another dose, or the depositor's remark. Unless noted, calls follow the shape of the dose curve; as a rule, active = well fitted curve in the direction sought with a large enough effect; inconclusive = small, poorly fitted or top-dose-only effect, or another doubt; inactive = no such curve, though single readings can be large; an effect the other way counts as inactive or inconclusive. Potency is read from the fitted curve at half-maximal effect. An excerpt; the hit share may differ from the screen's.

Every second line gives: KDM4E inh, Tau fibril FP, Tau fibril ThT, Tau fluor counter, ALDH1A1 inh, SMN2 splice up, HTT cytoprotect, HttQ103 aggreg
Cc1cc(C)nc(-n2ncc3c2CC(c2ccccc2C)CC3=O)n1 (stereo not given)
  -1%, 10%, -4%, -4%, -2%, 7%, 25%[10 µM], -23%
Cc1ccc(Nc2nc(N)nc(CSc3nnc(-c4ccncc4)o3)n2)cc1
  3%, 8%, -12%, 1%, 3%, 9%, 9%, 7%
OCCOCCN1CCN(C(=S)Nc2ccccc2)CC1
  -3%, 3%, -5%, 12%, 4%, -4%, nt, nt
CN(CC(=O)Nc1nc2ccccc2s1)S(=O)(=O)c1ccc(Cl)cc1
  -3%, -10%, ?, ?, 6%, -12%, -8%, ?
CCn1c(CNC(=O)COc2ccc(C(C)C)cc2)nnc1SCC(=O)Nc1cc(F)ccc1C
  5%, 4%, -9%, -12%, 2%, -25%, -15%, 2%
CC1CCCN(C(=O)CCS(=O)(=O)Cc2ccccc2)C1 (stereo not given)
  9%, 3%, -9%, -3%, 0%, nt, 10%, -10%
COC(=O)Nc1csc2c1NC(=O)CCCC2
  17%, 3%, 3%, 8%, -3%, nt, 17%[10 µM], 7%[9.22 µM]
CN(C)c1ccc(N2C(=O)CC(c3ccccc3)CC2=O)cc1
  -2%, 15%, -3%, -3%, nt, nt, -7%[10 µM], 19%[9.22 µM]
O=S(=O)(NCc1ccccc1Br)c1cccs1
  2%, -1%, -9%, -9%, 5%, 8%, 3%[10 µM], -20%
CCC(C)[C@H](NC(=O)NCc1cccc(OC)c1)C(=O)OC (stereo not given in full)
  -14%, 3%, -3%, -7%, ?, 5%, -4%, -2%
Cc1oc(-c2ccc(Cl)cc2)nc1CS(=O)CC(=O)NCCN1CCCC1 (stereo not given)
  -10%, -8%, ?, -11%, 9%, -9%, 0%, -1%
COCCNC(=O)Cn1cc(S(=O)(=O)N2CCN(c3ccccc3F)CC2)c2ccccc2c1=O
  -19%, 1%, 3%, -3%, ?, -6%, 1%[10 µM], -1%
CCO[C@@H]1OC(C(=O)NCc2nc3ccccc3[nH]2)=C[C@H](C2CC2)[C@H]1CCCO
  ?, -4%, -3%, -7%, 6%, nt, -16%[10 µM], -9%[9.22 µM]
CCCOc1cccc(C(=O)Nc2nnn(CCC)n2)c1
  0%, 11%, 1%, 1%, 1%, 27%, -26%, -15%
CNc1nc(-c2ccccc2C(F)(F)F)nc2ccccc12
  2%, -1%, -3%, 1%, 3%, -6%, 6%, nt
CCC1(CC)NC(=O)NC1=O
  -4%, 0%, 7%, 2%, 0%, 12%, 9%[10 µM], 19%
CCc1ccc(OCC(=O)N2CCN(c3ccccc3F)CC2)cc1
  -6%, -1%, -17%, -15%, 4%, 0%, -62%[inhibitor], 1%
OCC1(Cc2ccc(Cl)cc2)CCN(Cc2ccccc2F)CC1
  -1%, -6%, -3%, -7%, -5%, nt, -39%[inhibitor], -12%
O=c1[nH]c(Cc2ccccc2)nc2ccccc12
  7%, -3%, -3%, -1%, 2%, 13%, 22%[10 µM], 3%[9.22 µM]
O=C(NCc1cc(C(F)(F)F)cc(C(F)(F)F)c1)C1CC(c2ccccc2[N+](=O)[O-])=NO1 (stereo not given)
  2%, 6%, -5%, -23%, -6%, -10%, -2%, -20%
COc1ccc(C)cc1NC(=O)c1ccc2c(c1)CCN2S(=O)(=O)c1ccc(Cl)cc1
  nt, -6%, 8%, -21%, nt, 4%, nt, nt
CCCCN=C(Nc1ccc(Cl)cc1)c1cccnc1
  -1%, -7%, -6%, -9%, 9%, -2%, 34%[10 µM], -3%
Cc1c(NC(=O)CSc2nnnn2-c2ccc(O)cc2)c(=O)n(-c2ccccc2)n1C
  2%, -6%, -16%, -16%, 3%, 6%, -4%, 10%[9.22 µM]
CCN(CC(O)CON=C1c2ccccc2-c2ccccc21)S(=O)(=O)c1ccc(Cl)cc1 (stereo not given)
  -18%, ?, -7%, ?, -1%, -16%, 23%[10 µM], -25%
CCN1CCN(C(=O)CCc2ccc(S(=O)(=O)NCCc3ccccc3)cc2)CC1
  2%, 7%, 0%, 1%, -5%, -6%, 16%[10 µM], -4%
O=S(=O)(c1ccccc1)N1CCN(S(=O)(=O)c2ccccc2)C1
  0%, 0%, 12%, 3%, -10%, 0%, -6%, 2%
COC(=O)/C(=N\Nc1ccccc1)Sc1nnc(-c2ccc(OC)cc2)n1C
  -5%, 3%, -1%, 14%, -9%, 13%, nt, -15%
NNc1nc(C(F)(F)F)nc2ccccc12
  -1%, -3%, ?, -18%, ?, nt, -31%, -16%
CC(=O)/C(C(=N)N1CCN(c2cccc(Cl)c2)CC1)=C(\C)O
  -4%, 3%, -3%, -6%, 8%, 1%, -31%, -10%
O=C(Nc1nc(-c2ccccn2)cs1)c1ccc(S(=O)(=O)N2CCCCC2)cc1
  1%, -7%, -14%, -9%, nt, nt, -38%[10 µM], -7%[9.22 µM]
Cc1cc(C(=O)N2CCc3c([nH]c4ccccc34)C2c2c(F)cccc2Cl)no1 (stereo not given)
  -5%, -2%, -14%, -28%, 5%, nt, -25%, -25%
O=C(COc1ccc(Br)cc1)NCc1cn2ccccc2n1
  ?, 0%, 6%, 9%, nt, nt, -11%[10 µM], -24%[9.22 µM]
CN(C)S(=O)(=O)n1cnc2ccccc21
  -9%, 3%, -1%, 3%, 3%, -2%, 6%, -28%
CC1C(=O)CCCCCCCCCC2C1(N1CCOCC1)CS2(=O)=O (stereo not given)
  -5%, 4%, -9%, 3%, 4%, 1%, 9%[10 µM], -7%
CC(C)CN1CCN(Cc2cnc(-c3ccc(Cl)cc3)nc2)CC1CCO (stereo not given)
  -6%, 4%, 0%, 2%, 0%, -49%[inhibitor], -8%[10 µM], -5%[9.22 µM]
NC(=S)Nc1ccc(Cl)c(Cl)c1
  4%, 7%, nt, -4%, nt, nt, 14%[10 µM], 22%[9.22 µM]
Cc1ccc2c(c1)cc(CN(Cc1ccc3c(c1)OCO3)C(=O)c1ccccc1)c1nnnn12
  12%, -4%, 8%, 1%, ?, -19%, -3%, 2%
CCOc1ccc(OCC)c(NS(=O)(=O)c2cccc3nsnc23)c1
  7%, 9%, -16%, -18%, ?, 9%, 0%, -7%
COc1cc(Cl)cc(C2NC(=O)NC(C)=C2C(=O)NCc2ccccc2)c1O (stereo not given)
  8%, 2%, 4%, 6%, 6%, 16%, -21%[0.074 µM], 9%
O=c1[nH][nH]cc1C=Nc1ccc(Cl)cc1Cl
  -3%, -14%, -6%, -4%, 9%, -4%, -3%, -23%
Cc1nc(-c2ccc(S(=O)(=O)N3CCN(CCc4ccccc4)CC3)s2)cs1
  15%, -5%, -6%, -16%, nt, nt, 30%[10 µM], 2%[9.22 µM]
O=C(CCCc1c[nH]c2ccccc12)NCC1COc2ccccc2O1 (stereo not given)
  -13%, 15%, ?, ?, 0%, nt, -30%[inhibitor], 4%
CCOc1ccc(NC(=O)Cn2c(=O)n(Cc3ccc(C(=O)NCc4ccc5c(c4)OCO5)cc3)c(=O)c3ccccc32)cc1
  nt, 28µM*, -3%, -21%, nt, -2%, nt, nt
N/C(=N\OC(=O)/C=C/c1ccccc1)c1ccccc1
  -4%, -8%, ?, -21%, -5%, nt, -5%, -10%[9.22 µM]
CSc1nc(N)c2c3c(sc2n1)COC(C(C)C)C3 (stereo not given)
  0%, -1%, -17%, -11%, 10%, -12%, -12%, 10%
Nc1cc([N+](=O)[O-])ccc1Nc1ccc(O)cc1
  ?, ?, 13µM*, 20µM*[quencher], nt, nt, 7%[10 µM], -31%[9.22 µM]
O=S(=O)(NCc1ccc(F)cc1)c1cccc(S(=O)(=O)N2CCOCC2)c1
  -3%, 6%, -2%, -7%, 10%, -10%, ?, 9%
c1ccc(-c2nnnn2CCOCCn2nnnc2-c2ccccc2)cc1
  -4%, -8%, -6%, -17%, 17%, 23%, 8%[10 µM], ?
Cc1cc(C)c(O)c(-c2cc(C(=O)Nc3cccnc3)[nH]n2)c1
  -12%, ?, -16%, ?, nt, nt, -15%[10 µM], -4%[9.22 µM]
Cc1cc(C)n2nc(SCCC(=O)NCc3ccccc3)nc2n1
  -11%, -3%, 0%, 3%, 10%, 5%, -11%, 24%
CCCCCCCCNC(=O)c1cccnc1SCC(=O)Nc1ccc(OC)cc1OC
  -4%, 12%, 0%, -5%, 4%, -9%, 2%[10 µM], 6%
O=C(COc1ccccc1O)Nc1ccccc1Cl
  2%, -3%, 2%, -5%, ?, 3%, -11%, 6%
CCOC(=O)c1cc2ccc(OC(=O)c3ccco3)cc2oc1=O
  ?, 4%, ?, -6%, i, 9%, -5%[0.074 µM], -24%
CN1CCN(C2=Cc3ccccc3Sc3cc(F)c(Cl)cc32)CC1
  -1%, 10%, ?, ?, 5.6µM*, -45%[inhibitor], -4%[10 µM], ?
CC1(C)CC(=O)C2=C(C1)NCN(Cc1ccccc1)C2
  9%, 6%, -3%, 3%, 6%, -16%, -8%[10 µM], 11%
CCOc1nc(-c2ccncc2)nc2ccccc12
  10%, -4%, -8%, -3%, 6%, 6%, 14%[10 µM], 8%
CC(C)(O)C(O)COc1c2ccoc2cc2oc(=O)ccc12 (stereo not given)
  ?, -5%, -6%, -2%, -7%, 1%, -21%, 13%
Cc1ccc2c(c1)c1c(n2CC(O)Cn2nc(C)c(Br)c2C)C(=O)CCC1 (stereo not given)
  3%, -2%, -5%, -8%, ?, -21%, -5%, -3%
CCCCn1cc(C(=O)c2cc(Br)ccc2O)cc(C#N)c1=O
  0%, 0%, -8%, -16%, -5%, -41%[inhibitor], -54%[inhibitor], 16µM*
